C2C12 statin – suppressors of statin myotoxicity in C2C12 myotubes, primary screen, cell-based, single point, plate reader; hit rate 0.78% among 330,000; C2C12 myotubes + simvastatin, ATP luminescence, 48 h; scaled: DMSO 0, geranylgeraniol control 100; rescue of ATP level, % at 7.49 µM; AID 602340, 2012;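 active = mean ATP rescue above about 67%, or every replicate alone reaching that limit, limit read from the data, passing the limit was not always enough; inconclusive = no clear call, values can overlap the other calls; inactive = mean under the limit and some replicate under it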;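 also: myotubes were challenged with 10 µM simvastatin during compound exposure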
Cneo AK release – Cryptococcus neoformans cell lysis inducers, primary screen, AK release luminescence, single concentration; hit rate 0.2% among 360,000; C. neoformans lysis, adenylate kinase release luminescence, 4 h; normalised: neutral wells 0, clomiphene wells 100; AID 651654, 2012; lysis activity, % at 15 µM;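 active = mean lysis activity across replicates of at least 80%, whatever share of replicates individually reach that level; inactive = mean lysis activity below 80%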
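Material: C. neoformans cells | Amount: Yeast cell density of 5 × 10^6 cells/mL | Medium: Fresh YPD growth medium | Dosing: Single dose | Times: Static 4 h at 37 °C with compound, 1 h detection | Detection: AK luminescence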
LGR2 antag – inhibitors of bursicon-induced LGR2 CRE-luciferase signal, primary screen, cell-based, HEK293, CRE-luciferase reporter, bursicon stimulation | bursicon-stimulated, 4 h | hit rate 0.35% among 380,000 | Drosophila bursicon receptor LGR2 (rickets) | inhibition, % at 9.99 µM | AID 720647, 2013;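 active = drop in luminescence signal, shown as inhibition above about 50% in the replicate tests, limit read from the data, passing the limit was not always enough; inconclusive = probably only some replicates passing the limit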;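 also: agonist challenge used bursicon conditioned medium at about half maximal strength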
S100A4 MyoIIA – inhibitors of S100A4-myosin IIA peptide binding, primary screen, biochemical, fluorescence polarization, TAMRA-MyoIIA peptide | Protein S100-A4 (Homo sapiens), P26447 | inhibition, % at 10.7 µM | hit rate 0.14% among 360,000 | AID 652163, 2013;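 active = mean inhibition of at least 70% across replicates, with every replicate also reaching that level; inconclusive = mean inhibition reaches 70% but some replicates fall short; inactive = mean inhibition below 70%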
Target sequence (P26447 whole entry, looked up): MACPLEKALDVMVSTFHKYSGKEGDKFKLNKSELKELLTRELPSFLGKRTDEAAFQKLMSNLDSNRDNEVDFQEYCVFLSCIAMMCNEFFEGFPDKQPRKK
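Test system: S100A4 monomer protein. Medium: HEPES buffer with Ca2+, pH 7.2. Reagent: fluorescent myosin IIA peptide, 5 nM. Compound dosing: single-point compound testing. Timing: 5 min between mix addition and reading. Benchmarks: DMSO neutral and TFP positive wells.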
Xi reactivation – activators of inactive X chromosome reactivation, primary screen, imaging, XiGFP fibroblasts, GFP high-content imaging, set 2; hit rate 0.055% among 360,000; AID 743238, 2013; XiGFP mouse fibroblasts, % GFP-positive cells imaging, 3 d; cells co-treated with 5-aza-dC sensitizer; scaled so ellipticine positive control = 100%; activation, % at 7.58 µM;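 active = mean normalized replicate activation at least 10% and every replicate at or above 10%; inconclusive = only one of the two criteria met; inactive = mean below 10% and not all replicates reach 10%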;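 also: 0% = median of on-plate neutral control wells and 100% = ellipticine 6 µM median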
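Schedule: 3 d treatment, 15 min room-temperature fixation; system: 68-5-11 XiGFP fibroblast line; buffer or medium: DMEM plus 5-aza-dC sensitizer; control set: ellipticine 6 µM positive control; compound: one concentration, pinned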
ERAP1 HTS inh – human ERAP1 aminopeptidase inhibitors, primary screen, biochemical, single point, plate reader. AID 652197, 2013. Endoplasmic reticulum aminopeptidase 1 (Homo sapiens), Q9NZ08. recombinant ERAP1, Leu-AMC fluorescence, 60 min. inhibition, % at 10.7 µM. hit rate 0.15% among 340,000;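 active = mean replicate inhibition of at least 30%, or all replicates individually reaching that 30% level; inactive = mean below 30% and not every replicate reaching it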;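 also: 0% = neutral control wells and 100% = L-leucinethiol positive control wells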
PGC1a acetyl inh – inhibitors of PGC1a acetylation signal, primary screen, cell-based, U2OS, AlphaScreen, inhibitor mode; hit rate 0.17% among 350,000; inhibition, % at 15.6 µM; AID 651687, 2012; AlphaScreen anti-acetyl-lysine; with virally co-expressed GCN5 acetyltransferase;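 active = every replicate shows inhibition of at least 40%; inconclusive = mean inhibition at least 40% but some replicate below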;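 also: 0% = neutral control wells and 100% = positive control wells; some results beyond the cut were filed as inactive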
SIRT5 inh – SIRT5 desuccinylase inhibitors, primary screen, biochemical, fluorescence imaging, single point, set 5 | NAD-dependent protein deacylase sirtuin-5, mitochondrial (Homo sapiens), Q9NXA8 | Purified SirT5, succinyl-peptide AMC, trypsin-coupled fluorescence | inhibition, % at 15 µM | hit rate 1.1% among 330,000; in the data active = inhibition above about 15%; inconclusive = no clear call, values can overlap the other calls
Target sequence (Q9NXA8 whole entry, looked up): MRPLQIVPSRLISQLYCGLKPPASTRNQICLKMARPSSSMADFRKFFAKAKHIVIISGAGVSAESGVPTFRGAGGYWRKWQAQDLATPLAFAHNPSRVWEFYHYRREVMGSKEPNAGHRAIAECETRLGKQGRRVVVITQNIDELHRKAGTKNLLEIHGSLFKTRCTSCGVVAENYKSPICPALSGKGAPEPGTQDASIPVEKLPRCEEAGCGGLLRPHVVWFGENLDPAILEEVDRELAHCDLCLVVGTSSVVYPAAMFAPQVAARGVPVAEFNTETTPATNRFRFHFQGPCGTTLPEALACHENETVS
* = called active by the depositor; ? = inconclusive; . = not tested or not shown. An excerpt; count on the stated rates, not on these rows.

smiles,SIRT5 inh,LGR2 antag,PGC1a acetyl inh,C2C12 statin,S100A4 MyoIIA,Cneo AK release,Xi reactivation,ERAP1 HTS inh
CSCCC(c1nnnn1C1CCCC1)N1CCC2(CC1)C(=O)NCN2c1ccccc1 (stereo unspecified),3,17,-30,0,-4,3,0.0,.
C[C@]12CCC3C(CC[C@H]4C[C@H](O)CC[C@]34C)C1C[C@@H](O)[C@@H]2O (stereo partly specified),.,-13,14,2,0,3,0.2,-1
CCC(C)N1CCN(C(=O)COc2ccc3ccccc3c2)CC1 (stereo unspecified),-3,0,-16,8,-2,-1,0.4,-3
N#Cc1cccc(-c2ccc([C@H]3[C@@H](CO)N4CCCCN(C(=O)Cc5ccncc5)C[C@H]34)cc2)c1,0,-2,4,.,3,-4,0.1,-1
N#Cc1cccc(-c2ccc([C@@H]3[C@H](CO)N4CCCCN(C(=O)Cc5ccncc5)C[C@@H]34)cc2)c1,-11,-9,8,.,0,-2,0.0,0
O=C(Cc1ccccc1)N1CCN(C2CCCCCC2)CC1,-5,.,-17,.,-2,.,0.1,-6
CC1=CC(=Cc2sc3ccccc3[n+]2C)C=C(C)O1,7,.,.,.,-11,.,?,8
CC(C)(C)c1ccccc1O,.,0,-26,4,-5,-2,.,1
Cc1ncc2n1-c1ccc(Cl)cc1C(c1ccccc1F)=NC2,.,-1,-11,30,6,1,.,-3
CNCCc1ccc(O)c(O)c1,-8,-21,4,8,2,-1,0.0,-1
NS(=O)(=O)c1ccc(N=Nc2c(O)[nH]c(=S)[nH]c2=O)cc1,5,-2,4,-3,5,4,-0.2,5
COc1ccc(CN2C(=O)NC(=O)/C(=C\c3cccc(OC)c3OC)C2=O)cc1,1,-5,-6,.,2,.,0.0,2
O=C(Cc1cccnc1)N1CCCCN2[C@H](CO)[C@H](c3ccc(/C=C/c4ccccc4)cc3)[C@H]2C1,1,-20,2,.,-1,6,0.2,0
Nc1ccc(CCN2CCN(c3cccc(C(F)(F)F)c3)CC2)cc1,-3,-1,-32,10,-3,1,0.0,-1
CN1C(=O)CN=C(c2ccc(Cl)cc2)c2cc(Cl)ccc21,-3,0,.,6,-6,-1,0.6,-1
CN[C@H](C)[C@H](O)c1ccccc1,.,.,-9,-3,-3,0,.,.
O=C(CCc1ccccc1)N1Cc2cc(N3CCOCC3)ccc2-n2nncc2C1,2,-6,-3,-5,-4,0,.,3
N=C1c2ccccc2CN1CC(=O)c1ccccc1,.,-36,.,.,-3,.,0.1,-2
Cc1ccccc1-n1c(O)c(/C=N/NC(=O)c2ccccc2O)c(=O)[nH]c1=S,1,26,-9,24,-20,4,.,.
Cn1nnc(CC[N+](C)(C)C)n1,-9,-3,4,.,-1,0,0.3,-2
Cc1ccc(-c2cc(-c3ccc(C)cc3)[n+](-c3ccc(C(=O)[O-])cc3)c(-c3ccc(C)cc3)c2)cc1,.,1,-8,-23,-4,0,0.0,.
O=S1(=O)CC2(N3CCOCC3)CCCCCCC21 (stereo unspecified),-2,8,-2,-5,-4,2,.,1
CCOC(=O)c1cc(CC)sc1/N=C/C1C(=O)NC(=S)NC1=O,.,-19,8,5,-29,-1,0.0,7
c1cc2c(cc1C1OCC3C(c4ccc5c(c4)OCO5)OCC13)OCO2 (stereo unspecified),0,.,-1,-1,-4,-3,.,-1
CCCCn1c(O)c(C(C)=NCCc2c[nH]c3ccccc23)c(=O)[nH]c1=O,-3,13,.,.,-4,.,0.0,-4
CCCN1CC[C@@H]2c3cc(O)ccc3CC[C@@H]21,-1,12,0,-2,-2,-1,0.0,-1
CCc1ccccc1NC(=O)CNC1CCCCC1,-4,17,9,1,2,1,0.0,2
CN(C)c1ccc([N+](=O)[O-])c([N+](=O)[O-])c1,.,-3,0,-6,0,-1,0.2,0
COC(=O)[C@@H]1[C@@H](CO)[C@@H]2Cn3c(ccc(C4=CCCCC4)c3=O)[C@H]1N2C(=O)CC1CC1,-15,2,3,-5,3,46,0.0,8
COc1cc(OC)cc(C(=O)NCCN2CCC3(CC2)C(=O)NCN3c2ccccc2)c1,.,-9,.,.,-2,.,0.0,-1

Brought forward from above: 2 entries; new compounds follow.
smiles,SIRT5 inh,LGR2 antag,PGC1a acetyl inh,C2C12 statin,S100A4 MyoIIA,Cneo AK release,Xi reactivation,ERAP1 HTS inh
COC(=O)[C@@H]1[C@@H](CO)[C@@H]2Cn3c(ccc(C4=CCCCC4)c3=O)[C@H]1N2C(=O)CC1CC1,-15,2,3,-5,3,46,0.0,8
COc1cc(OC)cc(C(=O)NCCN2CCC3(CC2)C(=O)NCN3c2ccccc2)c1,.,-9,.,.,-2,.,0.0,-1
O=C1NC(=O)N(c2ccccc2F)C(=O)/C1=C/c1cn(CC(=O)N2CCOCC2)c2ccccc12,-6,38,.,.,-33,.,0.0,1
Cc1c(-c2cccc(Cl)c2)nc2ccccc2c1C(=O)N1CCC2(CC1)OCCO2,1,-4,.,-5,3,-1,0.1,3
Cc1ccc(S(=O)(=O)N2CCC(C(=O)N3CCC4(CC3)OCCO4)CC2)cc1,.,22,7,9,.,0,.,.
CN1CCN(c2c(N)c(=O)oc3ccccc23)CC1,-2,-23,.,-1,-2,1,.,0
O=C(c1ccc2nc3ccc(Cl)cc3c(=O)n2c1)N1CCC2(CC1)OCCO2,.,-26,5,-9,.,-3,.,.
COC(=O)C1=C(c2c(C)noc2C)C[C@@H]2CC[C@H]1N2C(=O)NC(C)C,.,30,8,2,-1,4,0.6,-2
CCN1CCN(C(=O)Cc2ccc(C)cc2)CC1,.,-12,.,6,-5,2,0.0,-3
COC(=O)C1=C(c2ccccc2OCc2ccccc2)C[C@@H]2CC[C@H]1N2C(=O)NCc1ccc(Br)cc1,.,23,-8,-115,-2,-1,0.0,1
C=CCN1CC[C@@]2(C)c3cc(O)ccc3CC1[C@@H]2C,-7,18,1,-1,0,0,0.0,-5
CCCC#Cc1ccc([C@H]2[C@@H](CO)N3CCCCN(C(=O)Cc4ccccn4)C[C@@H]23)cc1,-3,-9,-9,.,-2,-1,-0.1,-1
Clc1ccccc1C1NCc2ccccc2-n2cccc21 (stereo unspecified),0,18,-4,.,-3,.,0.2,-2
COC(=O)C(O)(c1ccc(NC(=O)c2ccccc2)cc1)C(F)(F)F (stereo unspecified),1,-32,.,5,-4,-2,0.9,4
CN1C(=O)/C(=C\c2ccc(N3CCCCCC3)cc2)C(=O)NC1=S,4,-28,.,.,-40,.,0.0,3
O=C1NC(=O)C(=Cc2ccc(-c3cc(Cl)ccc3[N+](=O)[O-])o2)C(=O)N1,5,12,-6,.,-3,.,-0.1,-2

A different layout for some results above.
Screens in order – SIRT5 inh, LGR2 antag, PGC1a acetyl inh, C2C12 statin, S100A4 MyoIIA, Cneo AK release, Xi reactivation, ERAP1 HTS inh
Cc1ccc(S(=O)(=O)N2CCC(C(=O)N3CCC4(CC3)OCCO4)CC2)cc1
→ ., 22, 7, 9, ., 0, ., .
CN1CCN(c2c(N)c(=O)oc3ccccc23)CC1
→ -2, -23, ., -1, -2, 1, ., 0
O=C(c1ccc2nc3ccc(Cl)cc3c(=O)n2c1)N1CCC2(CC1)OCCO2
→ ., -26, 5, -9, ., -3, ., .
COC(=O)C1=C(c2c(C)noc2C)C[C@@H]2CC[C@H]1N2C(=O)NC(C)C
→ ., 30, 8, 2, -1, 4, 0.6, -2
CCN1CCN(C(=O)Cc2ccc(C)cc2)CC1
→ ., -12, ., 6, -5, 2, 0.0, -3
COC(=O)C1=C(c2ccccc2OCc2ccccc2)C[C@@H]2CC[C@H]1N2C(=O)NCc1ccc(Br)cc1
→ ., 23, -8, -115, -2, -1, 0.0, 1
C=CCN1CC[C@@]2(C)c3cc(O)ccc3CC1[C@@H]2C
→ -7, 18, 1, -1, 0, 0, 0.0, -5
CCCC#Cc1ccc([C@H]2[C@@H](CO)N3CCCCN(C(=O)Cc4ccccn4)C[C@@H]23)cc1
→ -3, -9, -9, ., -2, -1, -0.1, -1
Clc1ccccc1C1NCc2ccccc2-n2cccc21 (stereo unspecified)
→ 0, 18, -4, ., -3, ., 0.2, -2
COC(=O)C(O)(c1ccc(NC(=O)c2ccccc2)cc1)C(F)(F)F (stereo unspecified)
→ 1, -32, ., 5, -4, -2, 0.9, 4
CN1C(=O)/C(=C\c2ccc(N3CCCCCC3)cc2)C(=O)NC1=S
→ 4, -28, ., ., -40, ., 0.0, 3
O=C1NC(=O)C(=Cc2ccc(-c3cc(Cl)ccc3[N+](=O)[O-])o2)C(=O)N1
→ 5, 12, -6, ., -3, ., -0.1, -2

Assay outcomes from PubChem BioAssay.
